Bioassay records: PubChem BioAssay, The Scripps Research Institute Molecular Screening Center
NR2F2 inh = NR2F2 (human) inhibition, primary screen; P24468; HEK293T NGFI-A luciferase reporter, luminescence; inhibition, % at 8.6 µM; 0.7% of 370,000 active; AID 686940;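 active = inhibition above a per-plate cutoff, mean inhibition of test wells between control levels plus 3 SD, cut at about 38% in these data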;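 note: cells cotransfected with COUP-TFII expression vector driving the NGFI-A reporter; 0% = median of COUP-TF2 test wells and 100% = reporter-only cells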
Target sequence (P24468 whole entry, looked up): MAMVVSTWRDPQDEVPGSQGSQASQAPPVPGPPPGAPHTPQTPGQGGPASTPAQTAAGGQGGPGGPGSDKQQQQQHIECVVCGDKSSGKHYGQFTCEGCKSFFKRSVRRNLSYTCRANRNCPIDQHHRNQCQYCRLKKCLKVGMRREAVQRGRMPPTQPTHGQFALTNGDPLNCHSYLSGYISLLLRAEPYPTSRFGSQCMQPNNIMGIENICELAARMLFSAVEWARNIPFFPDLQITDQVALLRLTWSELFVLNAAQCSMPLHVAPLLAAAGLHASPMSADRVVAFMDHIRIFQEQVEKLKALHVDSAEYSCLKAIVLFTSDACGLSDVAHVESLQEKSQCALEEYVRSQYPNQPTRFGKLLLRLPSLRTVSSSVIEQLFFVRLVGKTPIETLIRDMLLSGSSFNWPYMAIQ
NCOA2 inhibitor = inhibits human steroid receptor coactivator 2 | HEK293 GAL4-SRC2 luciferase reporter, luminescence | 0.17% of 370,000 active | inhibition, % at 9 µM | Q15596;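 active = inhibition above the mean inhibition of all tested compounds plus 3 SD, set per campaign, cut at about 52% in these data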;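 note: 0% = DMSO treated cells and 100% = cells given Gossypol at 36 µM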
An asterisk follows results filed as active.

NR2F2 inh,NCOA2 inhibitor,smiles
4,-11,Cn1c(=O)c2[nH]c(SCC(=O)NCCc3ccc(F)cc3)nc2n(C)c1=O
14,-5,Cc1ccccc1Cn1cc(COC(=O)N(C)Cc2ccccc2)nn1
-9,-9,Cn1c(Cc2cccs2)nnc1SCC(=O)Nc1ccc(OCc2ccccc2)cc1
18,-44,O=C1NCCCC2c3cc(O)c4ccccc4c3OC12N1CCCCC1 (stereo unspecified)
-4,3,O=C(CSc1nnc(-c2cnccn2)n1-c1ccccc1)c1ccccc1Br
-24,-32,Cc1ccc(C(=O)C2CCN(CC(=O)N3CCOCC3)CC2)cc1
6,-18,CCCC(=O)N1CCC[C@]2(CC[C@@H](CCC#N)O2)C1
-8,-18,CC(C)n1nnnc1C1(C)Cn2nccc2C(=O)N1Cc1cccc(C(F)(F)F)c1 (stereo unspecified)
-9,15,Cc1cccc(CNC(=S)OC2CCC23CCC(c2ccccc2)CC3)c1 (stereo unspecified)
-4,-14,O=C(Nc1ccc(F)cc1)OCc1cn(Cc2ccccc2Cl)nn1
-11,-23,COC(=O)[C@]12C[C@H](CC(=O)N3CCN(C(=O)c4ccco4)CC3)C(=O)N(CCC3=CCCCC3)C1=C[C@H](COCc1ccccc1)O[C@@H]2C
-14,3,CCC(=O)N1CCc2cc(Br)c(S(=O)(=O)NC3CCN(Cc4ccccc4)CC3)cc21
-13,-41,CCC(c1nc2ccccc2[nH]1)n1c(-c2ccc3cc[nH]c3c2)nc2ccccc21 (stereo unspecified)
-3,-7,Cc1n[nH]c(C)c1S(=O)(=O)NCCc1ccccc1F
10,0,CCN(CC)c1ccc(NC(=O)CSc2nnc(-c3ccc(Cl)cc3)n2Cc2ccco2)cc1
-5,10,COCCCNC(=O)c1ccc(Cn2c(=O)c3ccccc3n(Cc3ccc([N+](=O)[O-])cc3)c2=O)cc1
4,-7,COc1ccc(CN2CN3Cc4ccccc4C3CS2(=O)=O)cc1 (stereo unspecified)
1,-10,COc1ccc(C2O[C@@H](C)[C@@H]3C(=O)N4CCc5c([nH]c6ccccc56)[C@@H]4C[C@@H]3N2C)cc1 (stereo partly specified)
12,4,COC(=O)[C@]12C[C@H](CC(=O)N3CCSCC3)C(=O)N(CCc3ccc(OC)c(OC)c3)C1=C[C@H](C1CCCC1)O[C@@H]2C
-1,6,Cc1ccc(-n2c(SCC(=O)N/N=C/C=C\c3ccccc3[N+](=O)[O-])nnc2-c2ccccc2)cc1
-25,11,C[C@H](O)[C@@H]1CN2CCc3c([nH]c4c(-c5ccc6c(c5)OCO6)cccc34)[C@@H]2C[C@@H]1N(C)C(=O)Nc1ccccc1
-21,-15,N#CCS(=O)(=O)c1cccc[n+]1[O-]
14,-19,Cc1c(C(C)c2ccccc2O)[nH]c2ccccc12 (stereo unspecified)
-8,-4,C[C@H](CO)N1C[C@H](C)[C@@H](CN(C)C(=O)Nc2ccc(-c3cccs3)cc2)OCc2cn(nn2)CCCC1=O
-7,-1,Nc1[nH]c(C(=O)c2ccccc2)c(-c2ccc(Cl)cc2Cl)c1C(=O)c1ccccc1
-22,-10,COc1ccc(N2CCN(CCCNC(=O)CCc3ccc(F)cc3)CC2)cc1
-10,6,O=C(CSc1nnc(-c2ccncc2)n1-c1ccc(Br)cc1)c1ccccc1
13,0,CC1=NC2=CC=CC3=NC(C(Cl)(Cl)Cl)=NC(=N1)N23
-13,7,Cc1ccc(-n2c(SCC(=O)NN=Cc3c[nH]c4ccccc34)nnc2-c2ccccc2)cc1
-2,4,COc1ccccc1-c1ccc(OCCCN2CCC(C(O)(c3ccccc3)c3ccccc3)CC2)cc1

Three compounds out of the list, arranged by heavy-atom count, lowest first:
NR2F2 inh,NCOA2 inhibitor,smiles
-10,6,O=C(CSc1nnc(-c2ccncc2)n1-c1ccc(Br)cc1)c1ccccc1
-8,-18,CC(C)n1nnnc1C1(C)Cn2nccc2C(=O)N1Cc1cccc(C(F)(F)F)c1 (stereo unspecified)
-11,-23,COC(=O)[C@]12C[C@H](CC(=O)N3CCN(C(=O)c4ccco4)CC3)C(=O)N(CCC3=CCCCC3)C1=C[C@H](COCc1ccccc1)O[C@@H]2C

New compounds follow.
NR2F2 inh,NCOA2 inhibitor,smiles
-24,-35,Cc1c[nH]c2cccc(-c3ccc4c(c3)OCO4)c12
-15,10,O=C(NC1CCCCN(Cc2cccc(C(F)(F)F)c2)C1=O)c1ccc(Cl)c(Cl)c1 (stereo unspecified)
-13,-4,CCN(CC)c1ccc2cc(C(N)=O)/c(=N\NC(=O)c3ccncc3)oc2c1
-4,22,CCOC(=O)CC[C@@H]1CC[C@]2(CCCN(Cc3nccs3)C2)O1
10,-2,O=C(NC1CCCCN(Cc2cccc(C(F)(F)F)c2)C1=O)c1ccc(F)c(F)c1 (stereo unspecified)
-2,15,COc1ccc(C2CC(=O)C(c3cccc(Cl)c3)=CN2Cc2ccccc2)cc1 (stereo unspecified)
6,-1,O=C(Cn1c(N2CCN(C/C=C/c3ccccc3)CC2)nc2ccccc21)c1ccccc1
4,-2,O=C(N[C@H](Cc1ccccc1)C(=O)N1CCN(CC(=O)N2CCCC2)CC1)[C@H]1O[C@@H](n2ccc(=O)[nH]c2=O)[C@H](O)[C@@H]1O
-9,-5,COc1ccc2c(c(-c3ccccc3)cn2C)c1-c1ccccc1
11,-1,CCCC(C)C(=O)NC1CCCCN(Cc2ccc(C)cc2)C1=O (stereo unspecified)
-5,-14,CN1C(=O)c2cc(NC(=O)c3cccc(F)c3)ccc2OC[C@@H]2O[C@H](CC(=O)NCc3ccccc3)CC[C@H]21
10,20,O=C(NCC1CCN(C(=O)C(=O)c2cccs2)CC1)c1ccc2ccccc2c1
17,6,COc1ccc(CN2C(=O)[C@]3(NCCc4c3[nH]c3ccc(OC)cc43)c3cc(F)ccc32)cc1
-30,-5,Brc1ccccc1CN1CCN(Cc2c[nH]c3ccccc23)CC1
3,2,O=C(CCc1ccccc1-c1ccccc1CCNC(=O)COCc1ccccc1)NCc1ccccc1
-15,-21,C[C@@H]1ON(C)[C@H]2C[C@H]3c4[nH]c5cccc(-c6ccc7c(c6)OCO7)c5c4CCN3C[C@@H]12
7,10,COC1=C[C@H](C(=O)NC2CCN(Cc3ccccc3)CC2)[C@H](C)[C@@H](c2ccccc2)CC1=O
-16,-53,CCCCNc1ccc2c(c1)OC[C@H](Cc1ccccc1)NS2(=O)=O
-17,-33,C[C@@H](/C=C/C(=O)OC(C)(C)C)Sc1ccc(C(C)(C)C)cc1
-35,-26,S=c1[nH]nc(-c2cc(-c3ccccc3)n[nH]2)n1N=Cc1c[nH]c2ccccc12
-2,15,Nc1nc(=O)n([C@@H]2CS[C@H](CO)O2)cc1F
-1,18,COc1cccc(CNC(=O)[C@H]2CCCN2C(=O)[C@H]2CCCN2C(=O)c2cccc(Cl)c2)c1
-15,2,O=C(CSc1nc2ccccc2n1Cc1ccccc1Cl)NN=C/C(Br)=C/c1ccccc1
17,-4,CCCC(=O)OC12CCCN(C1)/C(=C/c1ccccc1)C2 (stereo unspecified)
-8,-9,COc1ccc2c(c1)[C@@]1(NCCc3c1[nH]c1ccc(OC)cc31)C(=O)N2
3,1,CCCCOCCCNC(=O)C[C@H]1C[C@@]2(C(=O)OC)C(=C[C@H](C(C)(C)C)O[C@@H]2C)N(CCc2ccc(OC)c(OC)c2)C1=O
30,-1,COC(=O)[C@]12C[C@H](CC(=O)NCc3ccccc3)C(=O)N(Cc3ccc(Cl)cc3Cl)C1=C[C@H](C(C)C)O[C@@H]2C1CC1
-19,-9,NC(=O)c1ncn([C@@H]2O[C@H](C(=O)N3CCN(Cc4ccccn4)CC3)[C@@H](O)[C@H]2O)n1
2,-16,Nc1nc(Cl)cc(NCCc2ccccc2)n1
4,-17,O=C(CSc1nnc(-c2ccccc2)n1Cc1ccco1)Nc1ccccc1-c1ccccc1
14,10,CCCCCCCCN1C(=O)[C@@H](CC(=O)N2CCN(C(=O)OCC)CC2)C[C@@]2(C(=O)OC)C1=C[C@H](COCc1ccccc1)O[C@@H]2C
8,17,N#Cc1ccc(OC[C@@H](O)CN2CCC(C(O)(c3ccccc3)c3ccccc3)CC2)cc1
4,11,O=S(=O)(NCc1ccc(Cl)c(Cl)c1)c1cc(Cl)ccc1N1CC[C@@H](O)C1
32,11,COc1ccc(CNS(=O)(=O)c2cc3c(cc2Br)CC(C)N3C(C)=O)cc1 (stereo unspecified)
2,9,COC(=O)C1CN(Cc2cn(Cc3ccc(F)cc3)nn2)CCS(=O)(=O)N1Cc1ccc(F)cc1 (stereo unspecified)
12,-9,CCCCc1ccc(NC(=O)COc2ccc(C(=O)Nc3ccccc3OC)cc2)cc1
86*,83*,C=C1C(=O)O[C@@H]2C[C@@H](C)[C@@H]3C=CC(=O)[C@@]3(C)[C@@H](OC(C)=O)[C@H]12
-6,5,S=C1NCCN1c1ccc(Cl)cc1
10,0,COc1ccc(-n2c(SCC(=O)Nc3ccc4cn[nH]c4c3)nnc2-c2cccnc2)cc1
11,-15,CC1(C)Cc2c(sc3c2c(N)nc(=S)n3Cc2ccccc2)CO1
0,-2,OCCNc1nc(Nc2ccc(Br)cc2)nc2ccccc12
4,8,Cc1cc(Br)cn2c(Cc3ccccc3C(F)(F)F)c(-c3ccc(F)cc3)nc12
13,12,Cn1c(=O)c(=O)n(C)c2cc(S(=O)(=O)N3CCN(Cc4ccc(F)cc4)CC3)ccc21
13,-2,COc1ccc(-c2nc3ccc(C)cn3c2Cc2ccccc2C(F)(F)F)cc1OC
3,-6,COc1cc(-c2nnc(NC(=O)c3ccc(S(=O)(=O)N4CCOCC4)cc3)o2)cc(OC)c1OC
-1,-15,CCN(CC)C(=O)CC[C@H]1CC[C@]2(CCCN(Cc3ccc(OC)cc3)C2)O1
-4,-7,O=[N+]([O-])c1cc([N+](=O)[O-])c2cccnc2c1O
3,7,CC(C)NC(=O)N(C)C[C@H]1OCc2cn(nn2)CCCC(=O)N([C@H](C)CO)C[C@@H]1C
5,3,Cn1c(NC(=O)c2ccccc2)nc(Cc2ccccc2)c1Cc1ccccc1
-5,16,O=C1[C@@H]2[C@H](C(=O)N1C[C@@H](COCc1ccccc1)Oc1cccc3c1S(=O)(=O)N(CCc1ccc(F)cc1)C[C@H](COCc1ccccc1)O3)[C@@H]1C=C[C@H]2C1

More results
NR2F2 inh,NCOA2 inhibitor,smiles
-6,20,COC(=O)C1=C(C)N(Cc2ccccc2C(F)(F)F)C(=NCc2ccc3c(c2)OCO3)NC1c1cccc(Cl)c1 (stereo unspecified)
23,24,COC(=O)C[C@@H]1CC[C@@H]2[C@@H](COc3ccc(NC(=O)Nc4cccc(Cl)c4)cc3C(=O)N2C)O1
-10,14,NC(=O)C1CCN(c2nc(-c3ccc4c(c3)OCCO4)cs2)CC1
-1,-17,COC(=O)c1cc2c(c3c4cc(OC)ccc4n(S(=O)(=O)c4ccc(C)cc4)c13)C(=O)N(C)C2
-4,-31,C[C@@H]1ON(C)[C@H]2C[C@H]3c4[nH]c5c(-c6ccc7c(c6)OCO7)cccc5c4CCN3C[C@@H]12
-11,8,O=C1c2ccc(-c3nc4ccccc4o3)cc2C(=O)N1Cc1cccnc1
-1,7,COC(=O)[C@]12C[C@H](CC(=O)NCc3cccs3)C(=O)N(Cc3ccc(Cl)cc3Cl)C1=C[C@H](COCc1ccccc1)O[C@@H]2C
3,9,Cc1cccc(-c2cccc3c4c([nH]c23)[C@@H]2C[C@H](N(C)C(=O)c3ccccc3C)[C@H]([C@H](C)O)C(=O)N2CC4)c1
-1,-30,C[C@H](O)[C@@H]1C(=O)N2CCc3c([nH]c4c(-c5ccccc5)cccc34)[C@@H]2C[C@@H]1N(C)C(=S)NCCc1ccccc1
-5,-17,Cc1noc(C)c1S(=O)(=O)N(C)C[C@@H]1OCc2cnnn2CCCC(=O)N([C@@H](C)CO)C[C@@H]1C

Profiles from above.
COC(=O)C1=C(C)N(Cc2ccccc2C(F)(F)F)C(=NCc2ccc3c(c2)OCO3)NC1c1cccc(Cl)c1 (stereo unspecified) across the screens: NR2F2 inh = -6; NCOA2 inhibitor = 20
COC(=O)c1cc2c(c3c4cc(OC)ccc4n(S(=O)(=O)c4ccc(C)cc4)c13)C(=O)N(C)C2 across the screens: NR2F2 inh = -1; NCOA2 inhibitor = -17

Going on with the list:
NR2F2 inh,NCOA2 inhibitor,smiles
59*,38,CC(=NNc1ccc2ccccc2n1)c1ccccn1
16,-14,CCOC(=O)c1cnc(SCc2nc(N)nc(Nc3ccccc3OC)n2)nc1N
1,-21,Cc1cccc(NC(=O)Cn2nnc(-c3ccccc3F)n2)c1C
14,11,COC[C@H]1CCCN1c1ccc2c(c1)O[C@H](C)CCN(C1CC1)S2(=O)=O
-7,14,CCCN1CCCCC(NC(=O)c2ccc(C)cc2C)C1=O (stereo unspecified)
5,12,S=C1NCN(CC2CC2)CN1
27,22,O=S(=O)(c1ccc(F)cc1)N1CCC(c2nc3ccccc3o2)CC1
6,27,COC(=O)[C@H](C)N(CCc1cn(Cc2ccccc2)nn1)S(=O)(=O)c1ccccc1Br
4,18,C=CCN1[C@@H](Cc2ccccc2)COc2cc(F)ccc2S1(=O)=O

3 entries out of the list above, arranged by the value under NCOA2 inhibitor, high to low:
NR2F2 inh,NCOA2 inhibitor,smiles
5,12,S=C1NCN(CC2CC2)CN1
14,11,COC[C@H]1CCCN1c1ccc2c(c1)O[C@H](C)CCN(C1CC1)S2(=O)=O
1,-21,Cc1cccc(NC(=O)Cn2nnc(-c3ccccc3F)n2)c1C

An excerpt, so the mix of outcomes need not match the whole.
